Screens as filed in PubChem BioAssay.
TcdB GH inh – TcdB glycohydrolase inhibition | inhibition, % at 9.99 µM | TcdB glycohydrolase enzymatic assay, plate reader | P18177 | 350,000 tested, 0.24% active; in the data active = inhibition above about 10%
The depositor's hits bear a star. Some of the compounds tested (hit frequency here may not be typical).

SMILES	TcdB GH inh
C[C@H]1CN([C@@H](C)CO)C(=O)Cc2cc(NC(=O)Cn3cnnn3)ccc2O[C@H]1CN(C)Cc1ccc(Cl)c(Cl)c1	0.0
O=C(C1CCOCC1)N1C[C@@H]2[C@H](c3ccccc31)[C@@H](CO)N2C(=O)Nc1cccc(F)c1	1.2
CC(C)NC(=O)Nc1ccc2c(c1)C(=O)N([C@@H](C)CO)C[C@@H](C)[C@@H](CN(C)C(=O)NC1CCCCC1)OCCCC[C@H](C)O2	-0.2
COc1ccc(NC(=O)N2CC(=O)N3[C@H](CO)[C@H](c4ccc(C5=CCCC5)cc4)[C@@H]3C2)cc1	1.1
CC=Cc1ccc2n(c1=O)C[C@H]1[C@H](CO)[C@@H](C(=O)NCc3ccc4c(c3)OCO4)[C@@H]2N1C(=O)COC (mixture of isomers)	-0.3
C[C@@H]1CN([C@H](C)CO)C(=O)Cc2cc(NC(=O)c3ccncc3)ccc2O[C@H]1CN(C)Cc1ccc(Oc2ccccc2)cc1	-1.8
CC(C)NC(=O)Nc1ccc2c(c1)C(=O)N([C@@H](C)CO)C[C@@H](C)[C@H](CN(C)C(=O)Nc1ccc3c(c1)OCO3)O2	-0.4
C[C@H]1CN([C@@H](C)CO)C(=O)c2ccccc2-c2ccccc2CO[C@@H]1CN(C)CC1CC1	0.0
COc1cccc(NC(=O)N[C@H]2CC[C@@H](CC(=O)Nc3ccccc3)O[C@@H]2CO)c1	-0.1
O=C(C[C@@H]1C=C[C@H](NC(=O)c2ccccn2)[C@H](CO)O1)NCc1cc(F)cc(F)c1	-1.6
CC(C)CC#Cc1ccc2c(c1)O[C@@H](CN(C)CC1CC1)[C@@H](C)CN([C@H](C)CO)S2(=O)=O	0.2
O=C(Nc1nccs1)[C@H]1[C@H](CO)[C@H]2Cn3c(cccc3=O)[C@@H]1N2C(=O)C1CCC1	-5.1
CCNC(=O)C[C@@H]1CC[C@H]2[C@@H](COc3ccc(NC(=O)Cc4ccccc4)cc3C(=O)N2C)O1	-0.6
Cc1noc(C)c1NC(=O)N[C@H]1C=C[C@@H](CC(=O)N2CCCCC2)O[C@@H]1CO	0.0
COc1ccc(-c2ccc3c(c2)O[C@H](CN(C)Cc2cccnc2)[C@H](C)CN([C@@H](C)CO)S3(=O)=O)cc1	0.5
C[C@@H]1CN([C@H](C)CO)C(=O)c2cc(NC(=O)Nc3ccccc3)ccc2O[C@@H](C)CCCCO[C@H]1CN(C)S(=O)(=O)c1cccs1	-0.5
CN(C)C(=O)C[C@@H]1C=C[C@@H](NS(=O)(=O)c2ccccc2)[C@@H](CO)O1	0.5
C[C@@H]1CN([C@H](C)CO)C(=O)c2cccc(NC(=O)c3ccc(-c4nccs4)cc3)c2O[C@@H]1CN(C)S(=O)(=O)c1cccs1	0.5
C[C@H](CO)N1C[C@H](C)[C@@H](CN(C)Cc2ccc(C(F)(F)F)cc2)Oc2ccc(NS(=O)(=O)c3ccc(Cl)cc3)cc2CC1=O	-0.6
COc1ccc(CN(C)C[C@H]2Oc3ccc(NC(=O)CCCCCC(=O)Nc4ccccc4N)cc3CC(=O)N([C@@H](C)CO)C[C@H]2C)cc1	1.8
C[C@H]1CN([C@@H](C)CO)S(=O)(=O)c2ccc(Br)cc2O[C@H]1CN(C)S(=O)(=O)c1ccc(F)cc1	0.6
Cc1noc(C)c1NC(=O)Nc1cccc2c1O[C@H](CN(C)C(=O)NC1CCCCC1)[C@@H](C)CN([C@@H](C)CO)C2=O	-0.3
CO[C@@H]1CN(C)C(=O)c2ccc(NC(=O)Nc3ccc(C(F)(F)F)cc3)cc2OC[C@H](C)NC[C@@H]1C	0.5
CC=Cc1ccc2n(c1=O)C[C@H]1N[C@@H]2[C@@H](C(=O)NCCc2ccccc2)[C@@H]1CO (mixture of isomers)	-0.1
CN(C)CCCNC(=O)C[C@@H]1CC[C@@H](NS(=O)(=O)c2ccccc2)[C@H](CO)O1	-0.7
COc1ccc(S(=O)(=O)N[C@H]2CC[C@@H](CC(=O)N3CCC(Cc4ccccc4)CC3)O[C@@H]2CO)cc1	-0.5
C[C@H](CO)N1C[C@H](C)[C@H](CN(C)Cc2ccc(Oc3ccccc3)cc2)Oc2ccc(NS(C)(=O)=O)cc2CC1=O	0.9
Cc1noc(C)c1NC(=O)Nc1cccc2c1O[C@@H](CN(C)C(=O)Nc1ccc3c(c1)OCO3)[C@@H](C)CN([C@@H](C)CO)C2=O	0.4
C/C=C/c1cnc2c(c1)C(=O)N([C@@H](C)CO)C[C@H](C)[C@H](CN(C)C(=O)c1cccnc1)O2	-3.5
COc1ccc(CNC(=O)C[C@@H]2C[C@H]3c4cc(NS(C)(=O)=O)ccc4O[C@H]3[C@H](CO)O2)cc1	0.2
CC(C)NC(=O)N(C)C[C@H]1OCCCC[C@@H](C)Oc2ccc(NC(=O)Nc3ccc(F)cc3)cc2C(=O)N([C@@H](C)CO)C[C@H]1C	-0.2
C[C@@H]1CCCCO[C@@H](CN(C)C(=O)Nc2ccc(C(F)(F)F)cc2)[C@H](C)CN([C@@H](C)CO)C(=O)c2cc(NS(=O)(=O)c3cccs3)ccc2O1	0.1
COc1cccc(NC(=O)N(C)C[C@@H]2Oc3cc(C#Cc4ccncc4)ccc3S(=O)(=O)N([C@H](C)CO)C[C@H]2C)c1	-0.3
C[C@@H]1CCCCO[C@@H](CN(C)S(=O)(=O)c2cccs2)[C@@H](C)CN([C@H](C)CO)C(=O)c2cc(NC(=O)CCCN(C)C)ccc2O1	0.0
O=C(C1CCCCC1)N1CC(=O)N2[C@H](C1)[C@@H](c1ccc(C#Cc3cccc(F)c3)cc1)[C@@H]2CO	-1.1
C[C@@H]1CN([C@@H](C)CO)C(=O)c2cccc(NC(=O)Nc3ccc(C(F)(F)F)cc3)c2O[C@H]1CN(C)C(=O)Nc1ccccc1	-7.3
COc1ccc(NC(=O)N(C)C[C@@H]2OCc3ccccc3-c3ccccc3C(=O)N([C@@H](C)CO)C[C@H]2C)c(OC)c1	0.5
C[C@@H]1CN([C@H](C)CO)C(=O)c2cc(-c3ccccc3F)cnc2O[C@@H]1CN(C)C(=O)C1CC1	0.4
Cc1ccccc1-c1ccc([C@@H]2[C@H](CO)N3CCCCN(C(=O)Cc4ccccn4)C[C@@H]23)cc1	0.0
C[C@H]1CN([C@@H](C)CO)C(=O)c2cc(NS(=O)(=O)c3cn(C)cn3)ccc2O[C@H]1CN(C)Cc1ccc(Cl)c(Cl)c1	-0.7
C[C@H](O)C#Cc1cnc2c(c1)C(=O)N([C@H](C)CO)C[C@H](C)[C@@H](CN(C)Cc1cccc(F)c1)O2	-2.6
O=C(C1=C[C@H](c2ccc(Br)cc2)C[C@H](OCc2ccc(CO)cc2)O1)N1CCCCCCC1	-1.0
O=C(C[C@@H]1CC[C@@H]2[C@H](COC[C@@H](O)CN2C(=O)Nc2ccccc2)O1)NC1Cc2ccccc2C1	1.0
O=C(C[C@@H]1C[C@@H]2c3cc(NC(=O)NC4CCCC4)ccc3O[C@@H]2[C@H](CO)O1)NCC(F)(F)F	-1.7
CN1C[C@@H]2[C@H](c3ccccc31)[C@H](CO)N2C(=O)C1CCOCC1	-0.8
CCCNC(=O)Nc1ccc2c(c1)C(=O)N(C)C[C@@H](OC)[C@H](C)CN(C)[C@H](C)CO2	1.3
C[C@@H]1CN([C@H](C)CO)C(=O)c2cc(NC(=O)NC3CCCCC3)ccc2O[C@@H]1CN(C)Cc1ccc(C(=O)O)cc1	-0.5
COc1ccc(NC(=O)N(C)C[C@H]2Oc3ccc(NC(=O)C4CCCCC4)cc3C(=O)N([C@H](C)CO)C[C@H]2C)cc1	-1.2
C/C=C/c1ccc([C@@H]2[C@@H](CO)N3C(=O)CN(Cc4ccc(C(=O)OC)cc4)C[C@H]23)cc1	-1.5
C[C@@H]1CCCCO[C@@H](CN(C)S(=O)(=O)c2cn(C)cn2)[C@@H](C)CN([C@@H](C)CO)C(=O)c2cc(NC(=O)Nc3ccc(F)cc3)ccc2O1	-0.4
CCN1[C@@H]2c3ccc(C4=CCCC4)c(=O)n3C[C@@H]2[C@@H](CO)[C@@H]1C(=O)NC1Cc2ccccc2C1	-0.5
CO[C@@H](CN(C)C(=O)Nc1ccc(Cl)cc1)[C@@H](C)CN(Cc1ccccc1Cl)[C@@H](C)CO	1.2
O=S(=O)(Cc1ccccc1)N1CCCCN2[C@H](CO)[C@H](c3ccc(-c4cncnc4)cc3)[C@@H]2C1	-1.4
COc1ccccc1-c1ccccc1[C@@H]1[C@@H](C#N)N(C(=O)C2CCOCC2)[C@H]1CO	-0.5
OC[C@@H]1[C@@H](c2ccccc2)C2(CN(Cc3nccs3)C2)N1Cc1ccncc1	-0.3
C/C=C/c1ccc([C@H]2[C@@H](CO)N(C(=O)NC(C)C)[C@@H]2CNC(C)=O)cc1	-0.6
CS(=O)(=O)N1C[C@@H](O)COC[C@@H]2O[C@H](CC(=O)NCc3ccc(-c4ccccc4)cc3)CC[C@H]21	-0.9
C[C@H](CO)N1C[C@H](C)[C@@H](CN(C)S(=O)(=O)c2ccc(F)cc2)OCCCC[C@H](C)Oc2ccc(NS(C)(=O)=O)cc2C1=O	-0.2
C[C@@H]1CN([C@H](C)CO)C(=O)c2cc(NC(=O)CCC(F)(F)F)ccc2O[C@@H](C)CCCCO[C@@H]1CN(C)S(=O)(=O)c1cccs1	0.3
COC(=O)C[C@@H]1C=C[C@H](NS(=O)(=O)c2ccc(OC)cc2)[C@H](CO)O1	0.3

(continued)
SMILES	TcdB GH inh
CCC(=O)N1Cc2cc(C(=O)N3CCN(C)CC3)nc(-c3cccc(-c4cccnc4)c3)c2[C@H]1CCO	-0.4
O=C(C[C@H]1CC[C@H]2[C@@H](COC[C@@H](O)CN2Cc2cccc(-c3ccncc3)c2)O1)N1CCN(c2ccccc2)CC1	-0.8
CCNC(=O)Nc1ccc2c(c1)C(=O)N(C)[C@H]1CC[C@H](CC(=O)NCc3ccccc3F)O[C@@H]1CO2	2.1
CC(C)c1cn(CC[C@@H]2CC[C@@H](NS(=O)(=O)c3ccc(Cl)cc3)[C@@H](CO)O2)nn1	0.5
C[C@@H]1CN([C@@H](C)CO)C(=O)c2cc(NC(=O)Cn3cnnn3)ccc2O[C@H]1CN(C)Cc1ccccc1	-0.6
C[C@@H]1CN([C@@H](C)CO)C(=O)c2ccccc2-c2ccccc2CO[C@@H]1CN(C)Cc1ccccc1C(F)(F)F	0.5
C[C@H](CO)N1C[C@H](C)[C@@H](CN(C)C(=O)Nc2ccc(F)cc2)Oc2c(NC(=O)CCCCCC(=O)Nc3ccccc3N)cccc2C1=O	-1.6
COc1ccc(NC(=O)Nc2ccc3c(c2)CC(=O)N([C@@H](C)CO)C[C@H](C)[C@H](CN(C)Cc2ccc(-c4ccccc4)cc2)O3)cc1	0.0
C[C@@H]1CN([C@@H](C)CO)S(=O)(=O)c2ccc(C#C[C@@H](C)O)cc2O[C@@H]1CN(C)C(=O)C1CCC1	-19.9
C[C@@H]1CCCCO[C@@H](CN(C)C(=O)Nc2cccc3ccccc23)[C@@H](C)CN([C@H](C)CO)C(=O)c2cc(NC(=O)C3CCCCC3)ccc2O1	0.3
COc1ccccc1C(=O)Nc1ccc2c(c1)C(=O)N(C)C[C@H](OC)[C@@H](C)CN[C@H](C)CO2	-1.0
O=C(N[C@H]1CC[C@H](CCn2cc(C3(O)CCCC3)nn2)O[C@H]1CO)c1ccccc1F	0.8

11 neighbouring entries already listed, for reference:
SMILES	TcdB GH inh
O=C(C[C@H]1CC[C@H]2[C@@H](COC[C@@H](O)CN2Cc2cccc(-c3ccncc3)c2)O1)N1CCN(c2ccccc2)CC1	-0.8
CCNC(=O)Nc1ccc2c(c1)C(=O)N(C)[C@H]1CC[C@H](CC(=O)NCc3ccccc3F)O[C@@H]1CO2	2.1
CC(C)c1cn(CC[C@@H]2CC[C@@H](NS(=O)(=O)c3ccc(Cl)cc3)[C@@H](CO)O2)nn1	0.5
C[C@@H]1CN([C@@H](C)CO)C(=O)c2cc(NC(=O)Cn3cnnn3)ccc2O[C@H]1CN(C)Cc1ccccc1	-0.6
C[C@@H]1CN([C@@H](C)CO)C(=O)c2ccccc2-c2ccccc2CO[C@@H]1CN(C)Cc1ccccc1C(F)(F)F	0.5
C[C@H](CO)N1C[C@H](C)[C@@H](CN(C)C(=O)Nc2ccc(F)cc2)Oc2c(NC(=O)CCCCCC(=O)Nc3ccccc3N)cccc2C1=O	-1.6
COc1ccc(NC(=O)Nc2ccc3c(c2)CC(=O)N([C@@H](C)CO)C[C@H](C)[C@H](CN(C)Cc2ccc(-c4ccccc4)cc2)O3)cc1	0.0
C[C@@H]1CN([C@@H](C)CO)S(=O)(=O)c2ccc(C#C[C@@H](C)O)cc2O[C@@H]1CN(C)C(=O)C1CCC1	-19.9
C[C@@H]1CCCCO[C@@H](CN(C)C(=O)Nc2cccc3ccccc23)[C@@H](C)CN([C@H](C)CO)C(=O)c2cc(NC(=O)C3CCCCC3)ccc2O1	0.3
COc1ccccc1C(=O)Nc1ccc2c(c1)C(=O)N(C)C[C@H](OC)[C@@H](C)CN[C@H](C)CO2	-1.0
O=C(N[C@H]1CC[C@H](CCn2cc(C3(O)CCCC3)nn2)O[C@H]1CO)c1ccccc1F	0.8

(list continues)
SMILES	TcdB GH inh
C[C@@H]1CN([C@H](C)CO)C(=O)c2cc(C#Cc3cccc(F)c3)cnc2O[C@H]1CN(C)CC1CCCC1	-1.2
C[C@H]1CN([C@@H](C)CO)C(=O)CCCn2cc(nn2)CO[C@H]1CN(C)S(=O)(=O)c1ccc(-c2ccccc2)cc1	1.2
COc1ccccc1-c1ccc2n(c1=O)C[C@H]1[C@H](CO)[C@@H](C(=O)NC3CCC3)N(C(=O)C3CCC3)[C@@H]21	-0.5
C[C@@H]1CN([C@H](C)CO)C(=O)c2cc(-c3cccc(C#N)c3)cnc2O[C@@H]1CN(C)Cc1ccccc1	-0.5
Cc1nn(C)cc1NC(=O)C[C@@H]1CC[C@H]2[C@H](COc3ccc(NC(=O)NC(C)C)cc3C(=O)N2C)O1	-0.9
CC(C)NC(=O)N(C)C[C@H]1Oc2c(NC(=O)c3nc4ccccc4s3)cccc2C(=O)N([C@H](C)CO)C[C@@H]1C	-3.7
CO[C@@H]1CN(C)C(=O)c2ccc(NS(=O)(=O)c3ccc(F)cc3)cc2OC[C@@H](C)N(C(=O)NC(C)C)C[C@H]1C	-0.2
COc1ccc(NC(=O)Nc2ccc3c(c2)C(=O)N([C@@H](C)CO)C[C@H](C)[C@@H](CN(C)S(=O)(=O)c2ccc(F)cc2)OCCCC[C@@H](C)O3)cc1	-0.9
